High-throughput results deposited in PubChem by National Center for Advancing Translational Sciences (NCATS).
a7 integrin act: qHTS for Activators of Integrin-Mediated Alleviation for Muscular Dystrophy; alpha7betagal myoblasts, beta-gal FDG fluorescence, 48 h; Potency, µM (doses to about 38.3 µM), for the others: at the top dose activation, most hits filed as activators; actives 0.064% (n = 350,000);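 further: potency means the concentration at half of the fitted maximal effect; 100% = response of the positive control SU9516; nearly all actives have a fitted effect of over 60% in size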
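alpha7betagal+/- myoblasts (passage 13, 250/well) treated 48 h at 37C with compounds at 1:260 dilution of DMSO stock. Lysed, then beta-galactosidase activity read as FDG fluorescence (ex 480/em 540) after 30 min, with pre-read for autofluorescence.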
MBNL1-CUG inh: qHTS Assay for Inhibitors of MBNL1-poly(CUG) RNA binding; Muscleblind-like protein 1 (Homo sapiens), Q9NR56; TR-FRET MBNL1-His/biotin-(CUG)12 binding, 665/545 ratio; Potency, µM (highest dose often 57.5 µM), for the others: at the top dose activity change, negative = inhibition, most hits filed as inhibitors; actives 0.036% (n = 280,000); AID 2675, 2010; active means well fitted inhibition curve with a large enough effect in the signal ratio, with a control signal flat, not every such curve was filed as active; inconclusive means small, poorly fitted or top-dose-only effect, or effect the other way, or a change in a side signal; inactive means no such curve, though single readings can be large or run the other way; the % refers to the signal ratio; further: potency means the concentration at half of the fitted maximal effect; on the % scale 0 is the no-effect control and ±100 the full control effect
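Compounds (final 92 nM to 58 uM) are added to His-tagged MBNL1 and biotin-(CUG)12, then terbium anti-His antibody and streptavidin-XL665 (5 nM final). After 60 min at room temperature, the 665/545 nm ratio is read.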
TSHR antag: Antagonists of the Thyroid Stimulating Hormone Receptor: HTS campaign; Thyrotropin receptor (Homo sapiens), P16473; TSHR-expressing cells, TSH-stimulated cAMP HTRF, 2 h; stronger effect = lower value; activity change, negative = inhibition, % at 11.5 µM; actives 0.2% (n = 330,000);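 active means activity change below a set negative limit, meaning inhibition stronger than a set level, cut at about -70% in these data; inconclusive means activity change between two set negative limits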; further: on the % scale 0 is the no-effect control and ±100 the full control effect
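TSHR-expressing cells, 200/well, pre-treated with compound, then stimulated with EC80 TSH (4nM final) for 2 hours at 37 deg C. cAMP measured by competitive HTRF: anti-cAMP cryptate antibody in lysis buffer plus cAMP-d2, read after 30 minutes at room temperature.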
S-ASM inh: Inhibitors of Secretory Acid Sphingomyelinase (S-ASM): qHTS; placental ASM, HMU-PC fluorogenic substrate, 60 min; Potency, µM (doses to about 57.5 µM), without a hit: at the top dose activity change, negative = inhibition, hits mostly inhibitors; actives 0.006% (n = 340,000); AID 504937, 2011; further: potency means the concentration at half of the fitted maximal effect
Target sequence (P17405 47-631 limits assumed): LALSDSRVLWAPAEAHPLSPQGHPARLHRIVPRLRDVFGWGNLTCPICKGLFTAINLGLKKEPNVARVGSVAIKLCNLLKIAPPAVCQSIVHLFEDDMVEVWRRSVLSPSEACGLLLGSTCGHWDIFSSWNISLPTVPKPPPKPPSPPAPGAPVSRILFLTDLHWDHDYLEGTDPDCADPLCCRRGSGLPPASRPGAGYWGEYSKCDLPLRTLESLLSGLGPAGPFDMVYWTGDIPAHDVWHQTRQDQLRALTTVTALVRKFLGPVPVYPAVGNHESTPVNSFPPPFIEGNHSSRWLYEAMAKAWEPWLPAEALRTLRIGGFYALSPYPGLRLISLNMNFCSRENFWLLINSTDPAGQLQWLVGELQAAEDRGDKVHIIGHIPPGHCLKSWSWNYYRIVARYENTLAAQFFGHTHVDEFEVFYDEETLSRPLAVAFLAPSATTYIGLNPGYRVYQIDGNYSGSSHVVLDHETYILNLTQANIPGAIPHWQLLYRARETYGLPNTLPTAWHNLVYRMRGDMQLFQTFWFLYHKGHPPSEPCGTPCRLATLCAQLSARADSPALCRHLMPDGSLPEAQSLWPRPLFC
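Human placenta-derived ASM enzyme was preincubated with compound for 10 minutes at room temperature, then given fluorogenic substrate HMU-PC0 (9 uM final) for 60 minutes at 37 °C; a pH 10 stop preceded fluorescence reading at Ex 386/Em 447 nm.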
Menin-MLL TR inh: qHTS Assay for Inhibitors Targeting the Menin-MLL Interaction in MLL Related Leukemias: Competition With Texas Red Labeled MLL-derived Mutant Peptide; O00255; Menin + Texas Red MLL mutant peptide, fluorescence polarization; Potency, µM (top dose mostly 61.6 µM), without a hit: top-dose FP activity change, negative = inhibition, hits mostly inhibitors; actives 0.23% (n = 270,000); active means well fitted inhibition curve with a large enough effect in the polarisation, with a control signal flat, not every such curve was filed as active; inconclusive means small, poorly fitted or top-dose-only effect, or effect the other way, or a change in a side signal; inactive means no such curve, though single readings can be large or run the other way; the % refers to the polarisation; further: potency means the concentration at half of the fitted maximal effect; % of control where 0% means no effect; many of its hits are not listed in these tables
Mito fusion yeast: qHTS Assay for Small Molecule Inhibitors of Mitochondrial Division or Activators of Mitochondrial Fusion; S. cerevisiae fusion-defective mutant growth rescue, CellTiterGlo 48 h; Potency, µM (titrated, usually from 46.1 µM), for inactives: top-dose growth rescue (activation), usual class: activators; actives 0.23% (n = 320,000);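 further: potency means the concentration at half of the fitted maximal effect; % of control where 0% means no effect; nearly all actives have a fitted effect of over 45% in size; temperature-sensitive fusion mutants such as fzo1-1 at 37 °C on non-fermentable ethanol glycerol medium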
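Read-out: ATP-based luminescence (CellTiterGlo, 10 min ambient) reporting growth of fusion-defective ts yeast after 48 hours at 37C on glycerol/ethanol YPEG medium in the presence of compound.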
A-T KAP1 phos: qHTS Assay for Identifying a Potential Treatment of Ataxia-Telangiectasia; Potency, µM (top dose mostly 57.5 µM), inactives show at the top dose activation, hits mostly activators; […] A-T fibroblasts, KAP-1 phosphorylation AlphaLISA; neocarzinostatin DNA damage 30 min before lysis; AID 485349, 2010; actives 0.19% (n = 320,000); further: potency means the concentration at half of the fitted maximal effect; % of control where 0% means no effect; nearly all actives have a fitted effect of over 45% in size
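ATM-like activity read as KAP-1 phosphorylation via AlphaLISA donor/acceptor antibody pairs after lysis and 6 hr at 25C. Cells were ATM-null patient fibroblasts ([…], hTERT), dosed 60 min, then exposed to the DSB inducer NCS for 30 min.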
TCR act: Activators of T cell receptors: qHTS campaign; AID 504894, 2011; Potency, µM (top dose mostly 9.22 µM), without a hit: top-dose activation of IL-2 secretion, most hits filed as activators; 330,000 tested, under 10 active; primary human leukocytes, anti-CD3, IL-2 HTRF, 48 h; further: % of control where 0% means no effect
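Primary human leukocytes were stimulated with a-CD3 beads plus compounds for 48 hr without co-stimulation; secreted IL-2 was quantified by HTRF using a-IL-2-K (europium cryptate) and a-IL-2-d2, excited at 320nm with acceptor emission read at 665nm.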
PTAP TSG101 blk: qHTS Assay for Iinhibitors of HIV-1 Budding by Blocking the Interaction of PTAP/TSG101. Tumor susceptibility gene 101 protein (Homo sapiens), Q99816. Fluorescence polarization, FITC-PTAP peptide / Tsg101 binding. Potency, µM (series often up to 115 µM), for inactives: at the highest dose activity change, negative = inhibition, hits mostly inhibitors. 340,000 tested, under 10 active. AID 493005, 2010; active means well fitted inhibition curve with a large enough effect in the main read-out, with a control signal flat, not every such curve was filed as active; inconclusive means small, poorly fitted or top-dose-only effect, or effect the other way, or a change in a side signal; inactive means no such curve, though single readings can be large or run the other way; further: potency means the concentration at half of the fitted maximal effect; % of control where 0% means no effect
Target sequence (Q99816 whole entry, looked up): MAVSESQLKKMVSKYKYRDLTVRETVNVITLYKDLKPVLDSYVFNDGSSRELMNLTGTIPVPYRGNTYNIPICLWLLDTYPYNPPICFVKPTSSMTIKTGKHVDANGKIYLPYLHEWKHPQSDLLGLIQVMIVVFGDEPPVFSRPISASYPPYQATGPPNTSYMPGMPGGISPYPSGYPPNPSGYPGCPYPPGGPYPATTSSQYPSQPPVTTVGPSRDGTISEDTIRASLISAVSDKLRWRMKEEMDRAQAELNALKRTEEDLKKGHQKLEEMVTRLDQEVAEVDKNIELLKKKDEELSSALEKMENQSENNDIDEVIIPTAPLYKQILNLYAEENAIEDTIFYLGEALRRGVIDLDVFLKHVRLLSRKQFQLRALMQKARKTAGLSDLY
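Fluorescence anisotropy tracks displacement of a FITC-tagged PTAP peptide (50 nM) from the Tsg101 binding domain (10 uM), following a 20 min room-temperature incubation at pH 7.5.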
CXXC DNA block: qHTS Fluorescence Polarization Assay for Inhibitors of MLL CXXC domain - DNA interaction; Histone-lysine N-methyltransferase 2A (Homo sapiens), Q03164; MLL-CXXC / FITC-HOXA9 DNA fluorescence polarization; Potency, µM (titrated, usually from 115 µM), without a hit: top-dose activity change, negative = inhibition, usual class: inhibitors; actives 0.037% (n = 290,000); active means well fitted inhibition curve with a large enough effect in the polarisation, with a control signal flat, not every such curve was filed as active; inconclusive means small, poorly fitted or top-dose-only effect, or effect the other way, or a change in a side signal; inactive means no such curve, though single readings can be large or run the other way; the % refers to the polarisation; further: potency means the concentration at half of the fitted maximal effect
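Steps: dispense CXXC domain solution (7 uM) → pin compounds or unlabeled HOX-A9 DNA control → 5 min ambient → add FLSN-HOX-A9 solution (50 nM) → spin → 30 min ambient → fluorescence polarization. Tris pH 7.5/NaCl/DTT/BSA buffer.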
The depositor's hits bear a star; ? = inconclusive; nt = not tested or not shown; [ ] = another dose, or the depositor's remark. Unless noted, the call rests on the fitted dose curve; in most records, active means well fitted curve in the direction sought with a large enough effect; inconclusive means small, poorly fitted or top-dose-only effect, or another doubt; inactive means no such curve, though single readings can be large; an effect the other way counts as inactive or inconclusive. Only part of the results is shown. The share of hits here may be higher or lower than overall.

SMILES | a7 integrin act | MBNL1-CUG inh | TSHR antag | S-ASM inh | Menin-MLL TR inh | Mito fusion yeast | A-T KAP1 phos | TCR act | PTAP TSG101 blk | CXXC DNA block
COC(=O)CC1C(=O)NC(C)=C1C(=O)OC (stereo not drawn) | nt | 0.2% | -9.8 | nt | nt | -6.7% | -18.2% | nt | nt | 9.2%
CC(C)CN(C(=O)CC(C)c1ccccc1)c1c(N)n(Cc2ccccc2)c(=O)[nH]c1=O (stereo not drawn) | -4.3% | nt | 0.5 | 2.8% | nt | -8.5% | 0.9% | 0.1% | -0.4% | nt
Oc1ccc(-c2nccc(-c3cccs3)n2)cc1 | 7.1% | 5.3% | -0.8 | -1.8% | nt | 6.4% | -8.5% | 0.7% | -0.2% | -1.3%
COc1ccc(NS(=O)(=O)c2cc(NC(=O)CCSc3ccccc3)ccc2OC)cc1 | -35.5% | nt | 7.3 | -10.7% | 0.1% | ? | -5.6% | 3.5%[46.1 µM] | -3.5% | 5.4%
CS(=O)(=O)ON=C1CCN(S(=O)(=O)c2ccccc2)CC1 | -4.7% | -4.8% | 0.5 | 1.6% | 13.4% | -1.3% | 0.7% | 6.3% | -0.8% | -0.6%
CCOc1ccccc1C(=O)NCC(=O)OCC(=O)N1CCCC1 | -33.0% | nt | -1.0 | 4.6% | nt | nt | 12.5% | -1.1%[46.1 µM] | -4.6% | nt
CCc1nnc(N/N=C/c2c(F)cccc2Cl)n1N | ? | 12.9% | 5.3 | -0.6% | 1.1% | -11.7% | 10.9% | 6.4% | -4.0% | -0.2%
O=S(=O)(Nc1ccc(N2CCOCC2)cc1)c1ccc(Cl)s1 | -13.1% | 0.1% | -3.6 | 1.5% | 13.0% | -0.6% | -3.4% | 0.5% | -1.5% | 8.1%
O=C1CCCC(=O)N1c1ccc(N2CCN(c3ccccc3)CC2)c([N+](=O)[O-])c1 | 24.5% | ? | 7.3 | -6.8% | 11.4% | -0.4% | -2.1% | 1.9%[46.1 µM] | -3.9% | -7.8%
O=C(COC(=O)c1ccc(Br)o1)NC1CCCc2ccccc21 (stereo not drawn) | -12.0% | nt | -25.8 | 5.5% | nt | 7.4% | 11.3% | 11.7% | -4.2% | nt
C=CCNC(=S)N(CC)c1cccc2ccccc12 | 9.3% | 3.0% | -12.2 | -9.4% | -0.1% | -7.9% | 5.0% | 4.3% | -4.2% | ?
COc1ccc(-c2csc(C3=C(O)CN(CCCN4CCCC4=O)C3=N)n2)cc1OC | -30.1% | nt | -8.9 | -3.3% | ? | 0.0% | 2.2% | -8.9% | -0.7% | 1.8%
COc1cc(C(=O)NCCOc2cccc(C)c2)c(Br)c(OC)c1OC | -9.1% | 4.4% | 6.0 | -0.2% | 7.4% | 1.1% | 0.0% | 2.7% | -6.0% | 1.7%
CCN(CC)c1ccc(-n2c(C)c(C(C)=O)c(C(C)=O)c2C)cc1 | -22.3% | 3.9% | -16.9 | -1.4% | -23.1% | -3.3% | -4.3% | 0.3% | -2.4% | -5.0%
COc1cccc(C2Nc3cc(Cl)c(S(N)(=O)=O)cc3S(=O)(=O)N2)c1 (stereo not drawn) | -16.8% | 0.3% | -5.6 | -12.6% | 0.1% | 0.1% | -1.0% | 2.3% | -5.6% | 12.7%
COc1cc(C(=O)Nc2nnc(S(=O)(=O)N3CCCCCC3)s2)cc(OC)c1OC | 15.9% | 5.6% | -12.3 | 24.6% | ? | -0.6% | -1.0% | -0.7% | 1.9% | 7.6%
COc1ccccc1NC(=O)COc1ccc2c(c1)OCO2 | -5.3% | -10.0% | 48.3 | -2.8% | 4.7% | 0.7% | 6.9% | -5.7% | 0.4% | 8.7%
COc1ccc(C(=O)NC2CCCCCC2)cc1S(=O)(=O)Nc1ccc(Br)cc1 | 22.4% | 3.2% | -1.6 | -3.4% | nt | 2.5% | -9.4% | -0.3% | -0.5% | 23.1%
Cc1ccc(NS(=O)(=O)c2ccc3c(c2)NC(=O)CO3)cc1 | ? | -3.9% | -1.1 | 4.2% | nt | -1.2% | 4.4% | 6.1% | 1.1% | -3.5%
O=C(NC1CC1)c1cc2c(s1)-c1ccccc1OC2 | -18.1% | ? | -9.8 | nt | 9.0% | 11.1% | 31.7% | -0.5% | 0.3% | 8.2%
O=c1[nH]c2ccccc2cc1-c1nnn(-c2ccccc2)n1 | 4.7% | nt | nt | -3.2% | nt | nt | nt | -5.9% | 2.1% | nt
CCCCOC(C)n1cc(F)c(=O)[nH]c1=O (stereo not drawn) | 7.3% | nt | -4.5 | 9.2% | 3.1% | -5.6% | -1.9% | -5.3%[46.1 µM] | -3.8% | -8.2%
O=C(NNS(=O)(=O)c1cccc(Cl)c1Cl)c1cccc(S(=O)(=O)N2CCOCC2)c1 | 15.3% | -5.3% | -7.0 | 0.4% | 10.9% | -5.6% | -0.7% | 2.9%[46.1 µM] | 1.5% | -0.9%
O=C(Cc1ccccc1)NCCc1cnc[nH]1 | -8.4% | -7.4% | 3.0 | -4.3% | 30.3%[activator] | -0.7% | 2.9% | 0.8% | -4.3% | -22.2%
Fc1ccccc1-c1nc(N2CCCCC2)c2ccccc2n1 | 0.4% | 3.1% | -2.5 | 13.0% | -1.1% | 21.3% | 3.1% | -0.4%[46.1 µM] | 0.6% | -0.9%
Cc1oc(-c2cccc(Cl)c2)nc1CN1CCC(C(=O)N2CCN(c3ccccn3)CC2)CC1 | -8.6% | nt | nt | 0.8% | nt | nt | nt | 7.1% | -3.2% | nt
COc1ccc(C(=O)COC(=O)CN2C(=O)C3C4C=CC(C4)C3C2=O)cc1 (stereo not drawn) | 6.5% | -2.5% | -7.7 | -2.3% | 5.7% | 1.3% | 5.0% | -17.3% | -1.1% | 10.4%
CC(NC(=O)c1cc2c(s1)CS(=O)(=O)C2)c1ccccc1 (stereo not drawn) | ? | -0.7% | 3.7 | 10.0% | nt | -1.9% | 5.1% | 0.3% | 4.6% | 8.7%
O=C(Cn1ncc2c1-c1ccccc1OC2)Nc1nc2ccccc2s1 | -5.6% | -12.7% | -3.9 | -9.6% | 3.8%[11.7 µM] | 4.5% | 20.6% | 1.2% | -0.4% | -6.2%
CSc1c(C#N)c(N)nc2sc(C(=O)c3ccc(Cl)c(Cl)c3)c(N)c12 | -12.3% | ? | 1.4 | -0.3% | nt | -1.3% | -2.3% | -3.2% | ? | -17.9%
COc1cc2nc(CN3CCC(C(O)(c4ccccc4)c4ccccc4)CC3)[nH]c(=O)c2cc1OC | 2.8% | -1.9% | -5.0 | 0.4% | -14.9% | -0.9% | 0.4% | nt | -0.4% | 11.4%
COc1cccc(/C=C/C(=O)OCC(=O)NCCC2=CCCCC2)c1 | 0.9% | 6.3% | -3.7 | -1.0% | -20.1% | 16.8% | 5.2% | 0.0% | -3.0% | 13.4%
CCCc1nnc(NC(=O)c2cccs2)s1 | 3.8% | -2.0% | -13.6 | -1.7% | -18.8% | 0.8% | -2.0% | 3.7% | -4.0% | 3.2%
O=C(COC(=O)c1cc(Cl)cc(Cl)c1)NCc1ccco1 | 2.6% | nt | nt | -5.1% | nt | nt | -2.6% | nt | -0.9% | nt
Cc1ccc(C)c(N2CCN(CCCNC(=O)CCC(=O)N3CCOc4ccc(Cl)cc43)CC2)c1 | nt | 1.8% | -1.0 | nt | nt | -19.3% | 9.8% | nt | nt | 1.3%
Cc1cccc(NC(=O)NCCN2C(=O)C3C4C=CC(C4)C3C2=O)c1 (stereo not drawn) | -6.0% | 9.6% | 4.7 | 2.0% | -4.3%[11.7 µM] | -4.9% | 6.1% | -13.6% | -3.2% | -10.6%
